Large T inhibition – SV40 large T antigen inhibitors, biochemical (AID 1903); SV40 large T antigen ATPase/helicase inhibition assay; higher % means a stronger effect; 0.39% of 310,000 active; inhibition, % at 20 µM, or IC50 in µM where a hit was titrated; in the data active = a potency from the dose series; note: strong numbers were not always called active
GPR55 beta-arrestin – GPR55 agonists via beta-arrestin recruitment, primary screen, imaging, U2OS cells, beta-arrestin-GFP redistribution (AID 1961); U2OS GPR55 beta-arrestin-GFP redistribution imaging; higher % means a stronger effect; 0.048% of 290,000 active; activation, % at 10 µM; hits with a dose series show EC50 in µM;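 active = activation above 40% with more than 50 cells counted in the well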;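 note: U2OS osteosarcoma cells stably expressing GPR55 and beta-arrestin-GFP; plate controls were DMSO negative control for no effect and LPI positive control for full effect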
Rac1 GTP hydrolysis – MgcRacGAP GTPase-activating activity inhibitors, confirmation, biochemical, ADP Hunter fluorescence. 0.6% of 340,000 active. AID 624330, 2012. one-dose inhibition, % at 30 µM; IC50 in µM for titrated hits. Rac GTPase-activating protein 1 (Homo sapiens). MgcRacGAP-stimulated Rac1 GTP hydrolysis, ADP Hunter fluorescence; higher % means a stronger effect; GST-tagged Rac1 F28L mutant substrate;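 active = first-screen hits whose inhibition reached a set limit at any dose in the follow-up dose series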;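 note: fluorescence reports GDP produced by GAP-driven GTP hydrolysis; strong numbers were not always called active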
GPR55 antagonists – GPR55 antagonists blocking LPI-driven arrestin recruitment, primary screen, imaging, U2OS, beta-arrestin-GFP, LPI agonist (AID 2013) | G-protein coupled receptor 55 (Homo sapiens) | U2OS GPR55 beta-arrestin-GFP translocation imaging, LPI antagonism; higher % means a stronger effect | inhibition, % at 10 µM; hits with a dose series show IC50 in µM | 0.13% of 290,000 active;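 active = spots per cell inhibited over 60%, with over 100 cells counted and total cytoplasm intensity under 500,000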;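 note: U2OS cells stably carrying GPR55 and arrestin-GFP stimulated by 5 µM LPI near EC80; imaged beta-arrestin-GFP aggregate spots per cell after agonist stimulation; plate controls were LPI-stimulated DMSO wells for no effect and DMSO wells without LPI for full effect; some results filed as inactive read as strong as hits; confirmed hits need IC50 under 10 µM and bright autofluorescent wells are also inconclusive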
HEK293 NOD2/NF-kB – NOD2 signaling inhibitors, cell-based, luminescence, uHTS, HEK293 (AID 1566) | HEK293 NOD2/NF-kB luciferase reporter, luminescence; higher % means a stronger effect | inhibition, % at 4 µM; hits with a dose series show EC50 in µM | 0.63% of 290,000 active; note: many of its hits are not listed in these tables
HIV fusion peptide – inhibitors of HIV fusion peptide binding, primary screen, biochemical, uHTS, fluorescence dequenching (AID 1986) | cell-free peptide binding, fluorescence dequenching, 30 min; higher % means a stronger effect | one-dose inhibition, % at 20 µM; IC50 in µM for titrated hits | 0.3% of 290,000 active; in the data active = inhibition mostly above about 52%, no sharp cut-off; inactive = mostly below about 76%; note: some results filed as inactive read as strong as hits
KOR beta-arrestin-1 – KOR antagonists, beta-arrestin recruitment, cell-based, luminescence, uHTS (AID 1778) | KOR beta-arrestin recruitment, luminescence, antagonist mode; higher % means a stronger effect | Kappa-type opioid receptor (Homo sapiens) | 0.091% of 290,000 active | one-dose inhibition, % at 10 µM; IC50 in µM for titrated hits; note: strong numbers were not always called active
NOD1 inhibition – NOD1 signaling inhibitors, primary screen, cell-based, luminescence, uHTS (AID 1578); NOD1-driven NF-kB luciferase reporter cells, luminescence; higher % means a stronger effect; inhibition, % at 4 µM; hits with a dose series show EC50 in µM; 1% of 290,000 active; in the data active = inhibition mostly above about 36%, no sharp cut-off; inactive = mostly below about 34%;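 note: HEK-293T reporter cells stimulated with the NOD1 agonist gamma-tri-DAP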
KOR beta-arrestin-2 – KOR agonists, beta-arrestin recruitment, primary screen, cell-based, luminescence, uHTS (AID 1777). Kappa-type opioid receptor (Homo sapiens). KOR beta-arrestin recruitment, luminescence; higher % means a stronger effect. 0.02% of 280,000 active. activation, % at 10 µM; hits with a dose series show EC50 in µM; in the data active = activation above about 50%, passing the limit was not always enough; note: a part of the inactive calls stands beside numbers as strong as those of hits
Active calls of the source: *; . = no result given; [ ] = another dose, or the depositor's remark. Cut-off read from the data, not from the text of the source, unless noted: active = inhibition above about 50%; inactive = the rest. This is a subset; the hit share may differ from the screen's.

SMILES	Large T inhibition	GPR55 beta-arrestin	Rac1 GTP hydrolysis	GPR55 antagonists	HEK293 NOD2/NF-kB	HIV fusion peptide	KOR beta-arrestin-1	NOD1 inhibition	KOR beta-arrestin-2
CCOC(=O)N1CCC(N2CCCC(C(=O)c3cccc(OC)c3)C2)CC1 (stereo not drawn)	18%	0.0%	7%	3%	-1%	-0.6%	-15%	1%	-0.7%
CSc1ccccc1C(=O)Nc1cccc(C)c1	8%	-0.1%	3%	10%	8%	2.1%	-2%	-16%	-1.4%
NC(=O)NC(c1ccccc1)c1cccc2ccccc12 (stereo not drawn)	1%	-0.1%	-1%	-4%	3%	-0.9%	7%	6%	7.1%
CCOC(=O)c1cc(CC)sc1NC(=O)Cc1ccsc1	8%	-0.1%	15%	83%	19%	-1.9%	28%	-8%	-2.8%
CC(C)OC(=O)CC1C(=O)NCCN1C(=S)NC(=O)c1cccs1 (stereo not drawn)	0%	-0.2%	5%	2%	19%	1.3%	21%	-23%	-1.5%
Cc1c(C)c2c(OCC(=O)N3CCC(C(=O)O)CC3)cc3c(c2oc1=O)CCC(C)(C)O3	6%	0.2%	4%	-8%	10%	3.5%	7%[20 µM]	-8%	-3.4%
COc1ccc(NC(=O)COC(=O)C2CCN(S(=O)(=O)c3cccs3)CC2)cc1	10%	0.2%	-4%	-5%	8%	0.0%	4%	-18%	1.4%
COCCCNC(=O)CC(NS(=O)(=O)c1ccc(C)cc1)c1ccco1 (stereo not drawn)	3%	-0.1%	4%	24%	4%	-1.5%	13%	13%	1.7%
Fc1ccc(CNc2nc(-c3ccco3)cc(C(F)(F)F)n2)cc1	9%	-0.1%	8%	9%	6%	1.2%	-6%	-11%	3.7%
Cc1c(Nc2ccc(C=O)cc2)c(=O)n(-c2ccccc2)n1C	5%	-0.2%	9%	3%	5%	-0.3%	-1%	-23%	-3.4%
COc1ccc(/C(C)=N/NC(=O)CNC(=O)c2cccnc2)cc1OC	4%	-0.1%	1%	10%	-1%	1.2%	-12%	-7%	-6.8%
CC(C)CC(=O)NNC(=O)c1ccc(Cl)cc1	.	-0.2%	-15%	4%	10%	-0.3%	23%[20 µM]	-13%	-6.4%
CCCCCCn1nc(C(=O)OCC(=O)NC2CCS(=O)(=O)C2)c2ccccc2c1=O (stereo not drawn)	10%	0.0%	5%	-8%	-9%	0.8%	-11%	-46%	-0.5%
CN1CCN(c2ccc(S(=O)(=O)N3CCOCC3)cc2)CC1	3%	0.0%	3%	-3%	-4%	0.6%	-10%	-14%	-1.8%
O=C(Nc1ccc(S(=O)(=O)N2CCOCC2)cc1)c1ccc([N+](=O)[O-])o1	16%	-0.1%	6%	0%	10%	-0.4%	21%	12%	-1.4%
COc1cc(OC)cc(C(=O)Nc2c(C)nn(-c3ccccc3)c2C)c1	9%	0.0%	7%	-10%	10%	1.5%	-12%	6%	-2.9%
CC1(C)Cc2nc3oc4c(SCC(N)=O)ncnc4c3cc2CO1	5%	-0.3%	.	-5%	13%	1.8%	-8%	-2%	4.6%
Oc1ccc(-c2[nH]ncc2-c2cnn(-c3ccccc3)c2)c(O)c1	14%	-0.4%	25%	-16%	-6%	3.4%	-16%	-39%	7.7%
Cc1ccc(S(=O)(=O)N2CCCCC2)cc1NC(=O)CCOc1ccccc1	14%	-0.2%	4%	-9%	0%	-0.7%	10%	-25%	-1.6%
CCCC(=O)Nc1nc2ccc(NC(=O)c3ccccc3F)cc2s1	0%	-0.2%	3%	-9%	-74%	1.1%	-65%	-49%	0.5%
CCS(=O)(=O)N1CCCC(C(=O)NC2CCC(C)CC2)C1 (stereo not drawn)	-2%	-0.1%	12%	8%	-6%	-1.5%	16%	-3%	-1.3%
COc1ccc(C2=NS(=O)(=O)N(C)C(C(=O)NCc3ccc4c(c3)OCO4)=C2)cc1OC	7%	0.6%	-1%	-4%	5%	-2.6%	7%[20 µM]	-30%	0.5%
CCCn1c(NC(=O)c2ccc(F)cc2)nc2ccccc21	20%	-0.4%	2%	10%	4%	1.4%	-26%	-41%	-4.7%
COC(=O)COc1ccc2c(c1)O/C(=C\c1cccc([N+](=O)[O-])c1)C2=O	4%	-0.2%	1%	-6%	15%	1.2%	-93%	2%	3.3%
Cc1ccc(C(=O)N2CCN(c3ccc([N+](=O)[O-])c(NCc4ccco4)c3)CC2)cc1	-6%	0.7%	15%	9%	23%	-3.1%	-6%	-3%	0.6%
OCCc1ccc(-c2ccc(Cl)cc2)o1	16%	0.0%	6%	-1%	-13%	1.6%	-8%	-20%	1.6%
O=C(/C=C/c1ccc2c(c1)OCO2)Nc1cc(S(=O)(=O)N2CCOCC2)ccc1N1CCOCC1	5%	11%	11%	7%	0%	-4.3%	-11%	-11%	-2.1%
CC1=C(C)CC(C(=O)Nc2cccc(Cl)c2)C(C(=O)O)C1 (stereo not drawn)	4%	-0.1%	-5%	6%	4%	4.8%	25%	-18%	-3.9%
O=S(=O)(Cc1cc(Cl)nc(-c2ccccc2)n1)c1ccccc1	-4%	-0.3%	3%	18%	11%	0.6%	7%	-19%	-4.5%
Cc1ccc(-c2nc(CS(=O)CC(=O)NCCN3CCCC3)c(C)o2)cc1 (stereo not drawn)	13%	-0.1%	3%	-4%	14%	6.4%	-6%	10%	5.1%
NS(=O)(=O)c1ccc(CCNC(=O)CSc2nc3ccsc3c(=O)n2CCCCCC(=O)O)cc1	-7%	0.1%	3%	15%	11%	0.6%	-17%	-20%	-0.1%
COc1ccccc1CN1CC(C(=O)N(CCO)Cc2cccs2)CCC1=O (stereo not drawn)	21%	0.4%	7%	1%	-1%	0.8%	2%	-37%	-5.9%
CCN(CC)S(=O)(=O)c1ccc(N2CCCC2)c(NS(=O)(=O)c2ccccc2)c1	12%	0.2%	0%	7%	0%	0.1%	-38%	4%	1.6%
CC(=O)Oc1ccc2ccccc2c1C(NC(=O)Cc1ccccc1)c1ccccc1 (stereo not drawn)	9%	-0.2%	0%	1.3µM*	-3%	0.5%	-23%	-3%	0.4%
Cc1c(NC(=O)CN2CCN(c3ccc(F)cc3)CC2)c(=O)n(-c2ccccc2)n1C	6%	-0.1%	-13%	8%	9%	-1.3%	-8%[20 µM]	-27%	-7.6%
O=C(Oc1ccc2c(c1)OCO2)c1ccc(F)cc1Cl	18%	0.2%	7%	-2%	-6%	0.1%	-10%	-22%	-1.9%
Cc1csc2ncc(C(=O)Nc3cccc(C(F)(F)F)c3)c(=O)n12	.	-0.1%	10%	10%	-8%	-0.9%	21%	-36%	6.1%
COc1ccc(C2=CC(c3ccc(F)cc3)n3nnnc3N2)cc1 (stereo not drawn)	-6%	0.1%	3%	-18%	-32%	-1.1%	6%	-29%	2.5%
COc1ccc(-c2cn(-c3ccc(OC)cc3)c(=S)[nH]2)cc1	17%	0.1%	7%	5%	-18%	4.9%	22%	-12%	-6.1%
COc1cc(C#N)c(NC(=O)CN2CCC(C(N)=O)CC2)cc1OC	11%	-0.5%	5%	2%	-7%	-1.9%	-20%	-44%	-3.2%

Structures listed so far marked active in GPR55 antagonists.
SMILES	Large T inhibition	GPR55 beta-arrestin	Rac1 GTP hydrolysis	GPR55 antagonists	HEK293 NOD2/NF-kB	HIV fusion peptide	KOR beta-arrestin-1	NOD1 inhibition	KOR beta-arrestin-2
CC(=O)Oc1ccc2ccccc2c1C(NC(=O)Cc1ccccc1)c1ccccc1 (stereo not drawn)	9%	-0.2%	0%	1.3µM*	-3%	0.5%	-23%	-3%	0.4%

Quoted at random: 2 compounds from above.
SMILES	Large T inhibition	GPR55 beta-arrestin	Rac1 GTP hydrolysis	GPR55 antagonists	HEK293 NOD2/NF-kB	HIV fusion peptide	KOR beta-arrestin-1	NOD1 inhibition	KOR beta-arrestin-2
OCCc1ccc(-c2ccc(Cl)cc2)o1	16%	0.0%	6%	-1%	-13%	1.6%	-8%	-20%	1.6%
COc1ccc(C2=CC(c3ccc(F)cc3)n3nnnc3N2)cc1 (stereo not drawn)	-6%	0.1%	3%	-18%	-32%	-1.1%	6%	-29%	2.5%

The list continues:
SMILES	Large T inhibition	GPR55 beta-arrestin	Rac1 GTP hydrolysis	GPR55 antagonists	HEK293 NOD2/NF-kB	HIV fusion peptide	KOR beta-arrestin-1	NOD1 inhibition	KOR beta-arrestin-2
COc1ccc(CCNS(=O)(=O)c2ccc(F)cc2)cc1OC	5%	-0.2%	7%	1%	9%	-1.0%	-30%	5%	-4.0%
CCn1cc(CNC(=O)CCSc2nc(-c3ccco3)cc(C(F)(F)F)n2)cn1	13%	-0.1%	.	-4%	4%	0.6%	-15%	2%	0.9%
CCOC(=O)N1CCN(CC(O)COc2ccc(CC)cc2)CC1 (stereo not drawn)	8%	0.0%	4%	9%	10%	-1.3%	-14%	-3%	-4.2%
CCCCCCOc1ccc(N2C(=O)CC(N3CCC(C(=O)OCC)CC3)C2=O)cc1 (stereo not drawn)	-2%	-0.3%	14%	7%	1%	-0.2%	-3%	-4%	-2.2%
O=S(=O)(NCC1CCCO1)c1ccc(Br)cc1 (stereo not drawn)	5%	-0.2%	12%	8%	14%	-0.2%	-13%	-5%	-0.4%
CC(=O)Cn1ncc(N(C)Cc2ccccc2)c(Cl)c1=O	25%	0.5%	8%	11%	1%	-0.7%	10%	-4%	-2.4%
C#Cc1cccc(NC(=O)c2ccc(Cl)cc2Cl)c1	11%	-0.1%	5%	7%	-110%	3.2%	16%	-10%	-1.9%
COc1ccc(S(=O)(=O)N2CCN(C(=O)N(C)C)C2C)cc1 (stereo not drawn)	7%	0.0%	6%	18%	17%	0.8%	-3%	-7%	-1.1%
COc1ccc(/C=N/OCc2ccc(Br)cc2)c(OC)c1	4%	0.0%	4%	-1%	0%	0.7%	-10%	-8%	-0.2%
Cc1c(Br)c(C(F)(F)F)nn1CC(=O)N1CCCC1	23%	0.1%	10%	8%	7%	0.9%	-3%	-3%	1.4%
COC(=O)c1cc(OC)c(OC)cc1NC(=O)Cn1nnc(-c2ccccc2Cl)n1	7%	0.5%	5%	-6%	-15%	3.8%	-37%	5%	-0.3%

Record cards (already shown). Values in the order: Large T inhibition | GPR55 beta-arrestin | Rac1 GTP hydrolysis | GPR55 antagonists | HEK293 NOD2/NF-kB | HIV fusion peptide | KOR beta-arrestin-1 | NOD1 inhibition | KOR beta-arrestin-2
`CC(=O)Cn1ncc(N(C)Cc2ccccc2)c(Cl)c1=O` as listed: 25% | 0.5% | 8% | 11% | 1% | -0.7% | 10% | -4% | -2.4%
`COc1ccc(/C=N/OCc2ccc(Br)cc2)c(OC)c1` as listed: 4% | 0.0% | 4% | -1% | 0% | 0.7% | -10% | -8% | -0.2%
